# Assay outcomes deposited in PubChem BioAssay by several laboratories.
# Wnt act = activators of Wnt/beta-catenin signaling; Wnt/beta-catenin reporter cell assay, activator, plate reader; activation, % at 9.35 µM; actives 1.2% (n = 300,000); AID 743398; in the data active means activation above about 30%, passing the limit was not always enough;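 further: 0% = neutral control wells and 100% = positive control wells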
# Cardiac RTF inh = cardiac RTF calcium desensitization. AID 493244. actives 0.12% (n = 340,000). inhibition, % at 7.15 µM. IANBD-labeled cardiac RTF, Ca2+ fluorescence;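 active means inhibition above the mean inhibition of all tested compounds plus 3 SD, cut at about 17% in these data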;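 further: assay run at fixed EC70 calcium of 1.6 mM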
# OPRM1-OPRD1 inv = mu-delta opioid heterodimer inverse agonism; P35372+P41143; actives 0.21% (n = 340,000); cell-based MOR-DOR heterodimer luminescence; inhibition, % at 9.3 µM; in the data active means inhibition above about 22%, passing the limit was not always enough;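 further: 0% = cells with DMSO and 100% = wells without cells with DMSO; values of inactives mirror those of a sister screen read the other way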
# V-ATPase pHluor = alters yeast V-ATPase proton transport; S. cerevisiae, pHLuorin cytosolic pH fluorescence; response, % at 10 µM; actives 0.37% (n = 350,000); AID 504577; in the data active means response mostly above about 7.3%, no sharp cut-off; inactive means mostly below about 5.4%; further: actives read high; inactives centre near 0; some compounds called inactive have numbers as strong as hits; reference of the scale not given here
# Keap1 Nrf2 FP = inhibitors of human Keap1-Nrf2 protein-protein interaction; Keap1 Kelch-Nrf2 peptide fluorescence polarization, 1536-well; Q14145; actives 0.15% (n = 340,000); inhibition, % at 9.4 µM; in the data active means inhibition above about 12%;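 further: human Keap1 Kelch domain with fluorescein labeled Nrf2 9mer peptide probe; 0% = neutral control wells and 100% = peptide positive control; higher means more block of Keap1 binding to Nrf2 peptide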
# Target sequence (Q14145 whole entry, looked up, the tested form may be a part): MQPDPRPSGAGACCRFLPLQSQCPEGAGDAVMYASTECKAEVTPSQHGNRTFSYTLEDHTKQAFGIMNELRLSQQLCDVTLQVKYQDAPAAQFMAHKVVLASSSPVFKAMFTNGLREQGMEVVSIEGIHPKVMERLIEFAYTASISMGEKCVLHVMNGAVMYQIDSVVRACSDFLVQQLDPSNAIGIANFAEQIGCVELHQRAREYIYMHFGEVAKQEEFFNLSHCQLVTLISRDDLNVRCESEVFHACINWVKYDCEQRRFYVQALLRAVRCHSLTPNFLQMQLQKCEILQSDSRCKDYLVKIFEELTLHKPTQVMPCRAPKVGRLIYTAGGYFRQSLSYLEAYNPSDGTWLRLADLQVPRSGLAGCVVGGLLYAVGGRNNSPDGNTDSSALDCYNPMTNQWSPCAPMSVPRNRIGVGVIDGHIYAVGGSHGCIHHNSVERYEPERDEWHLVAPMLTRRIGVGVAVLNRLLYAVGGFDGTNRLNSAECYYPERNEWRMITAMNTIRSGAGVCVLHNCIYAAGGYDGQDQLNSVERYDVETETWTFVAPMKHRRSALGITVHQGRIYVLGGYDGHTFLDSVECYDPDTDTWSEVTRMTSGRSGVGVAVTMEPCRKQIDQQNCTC
# Pemphigus Ab inh = blocks pemphigus antibody binding to human desmoglein-3; binding (percent of control), % at 10 µM; P32926; DSG3-coupled beads, scFv-anti-DSG3-GFP binding, flow cytometry; hits give low values; actives 0.48% (n = 310,000);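 active means binding more than 3 SD below its plate's average and above zero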;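 further: hits lower antibody fragment binding to DSG3; some compounds called inactive have numbers as strong as hits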
# RTF Ca sens act = increases calcium sensitivity of human cardiac regulated thin filaments; P19429+P45379; IANBD-labeled TnC RTF fluorescence at EC20 calcium; 0% EC20 calcium, 100% full calcium; activation, % at 7.2 µM; actives 0.24% (n = 340,000); AID 493008;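 active means activation above the mean over all tested compounds plus 3 SD, cut at about 30% in these data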;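 further: rise in fluorescence read as greater calcium sensitivity of cardiac thin filaments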
# OPRM1-OPRD1 ag = OPRM1-OPRD1 heterodimerization agonism. P35372+P41143. cells, luminescence. activation, % at 9.3 µM. actives 0.3% (n = 340,000). AID 504326; in the data active means activation above about 18%;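 further: 0% = vehicle-treated cells and 100% = reference agonist; values of inactives mirror those of a sister screen read the other way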
# Arr AP2 block = inhibitors of human beta-arrestin and AP2 interaction; FITC-arrestin peptide / GST-AP2 beads, flow cytometry; AP2 beta2 appendage carries R879A mutation; inhibition, % at 10 µM; actives 0.31% (n = 340,000); AID 504490;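 active means inhibition above a set limit, near 3 SD of compounds lacking own fluorescence, cut at about 54% in these data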;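 further: plate controls were DMSO wells for no effect and 5 µM unlabelled arrestin peptide for full effect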
#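 Assay system: GST-AP2 R879A bound to glutathione beads, E. coli-expressed; Medium: PBS with 0.05% Tween 20 and 0.1% BSA; Also added: fluorescein-tagged arrestin peptide at 50 nM final; Timing: 12 min plus 1 h, RT; Measured by: flow cytometry, FL1 (488/535 nm); Evaluation: percent drop in bead-associated FITC signal.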
# C-LANA FP = KSHV C-LANA DNA binding inhibition; MBP-C-LANA/FAM-LBS DNA binding, fluorescence polarization; inhibition, % at 9 µM; actives 0.078% (n = 340,000);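 active means highest replicate inhibition at or above 60% at 9 µM, even if other replicates fall short; inactive means all replicates below 60% inhibition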;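 further: 0% = neutral control wells and 100% = 4 µM acridine orange control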
# Numbers without * were called inactive; . = not tested or not shown. Rows are unselected; about 3.1% have a hit in one of these screens.
SMILES,Wnt act,Cardiac RTF inh,OPRM1-OPRD1 inv,V-ATPase pHluor,Keap1 Nrf2 FP,Pemphigus Ab inh,RTF Ca sens act,OPRM1-OPRD1 ag,Arr AP2 block,C-LANA FP
Cn1c(CCCCCN)nc2ccccc21,.,2,-2,-9,-1,110,0,0.4,-11,0.8
O=C(CSCc1ccc(F)cc1)NCc1cccs1,5,5,3,-3,6,106,-4,-0.5,24,8.4
COc1c(C)cc(C(=O)C2CCCN(Cc3c(C)n(C)n(-c4ccccc4)c3=O)C2)cc1C (centres undefined),-1,.,.,0,-5,.,.,.,-19,-0.6
C/C(N)=C(/C#N)C(=O)CSc1nnnn1-c1ccc(C)cc1,.,-2,8,1,-2,100,4,-1.6,11,1.0
CC1CN(C(=O)Cn2c(=O)oc3ccccc32)CC(C)O1 (centres undefined),-2,8,7,1,0,110,-1,-1.2,-6,2.2
O=C1OC(C(=O)O)Cc2ccccc21 (centres undefined),0,-6,4,0,-5,109,-5,-0.8,-4,1.0
Fc1ccc(C2CC(c3ccco3)n3ncnc3N2)cc1 (centres undefined),1,1,19,-1,-5,110,12,-3.7,10,0.9
COCCSc1ccccc1C(=O)N1CCc2ccccc21,-1,-8,12,-1,-7,104,4,-2.5,-7,0.9
O=C(Nc1nccs1)C1CC(=O)N(c2ccccc2)C1 (centres undefined),-7,-22,9,-3,-3,.,3,-1.5,-6,-0.7
Cc1ccc(-c2cc(C(F)F)nc(S(C)(=O)=O)n2)cc1,-1,-6,15,-1,-8,104,6,-2.9,-7,0.0
COc1ccc(N(C)S(=O)(=O)c2cccc(C(=O)OC(C)C(=O)NC3CCCCC3C)c2)cc1 (centres undefined),-2,1,-3,-2,2,97,-3,0.5,3,1.5
COc1cc(OC)c(NC(=O)CCCNC(=O)Cn2cnc3sc(C)c(C)c3c2=O)cc1Cl,2,-22,6,4,-1,105,-1,-0.9,4,-1.1
CCOC(=O)C1CCCN(C(=O)c2cc3c(=O)n(C)c4ccccc4c3n2C)C1 (centres undefined),0,-3,13,-1,-4,107,4,-2.6,5,-0.8
Cc1cccc(C(=O)NCc2ccc(S(N)(=O)=O)cc2)c1[N+](=O)[O-],.,4,14,-1,2,.,-7,-2.7,1,0.3
CN(C)[C@@H]1CCC[C@@H]1OC(=O)C(c1ccccc1)c1ccccc1,.,-17,10,0,-5,106,8,-2.3,5,-0.8
CC1CCCCC1NC(=O)C1CCC(CNS(=O)(=O)c2cccc3cccnc23)CC1 (centres undefined),-1,-14,4,-4,2,102,0,-0.8,22,-1.8
Cc1cc(C)cc(N(CCC(=O)Nc2nnc(C3CC3)s2)S(=O)(=O)c2ccc(Cl)cc2)c1,0,-2,-37,0,-3,91,7,7.0,10,-0.1
CC(C)(C)c1ccc(C(CC(=O)O)NS(=O)(=O)Cc2ccccc2)cc1 (centres undefined),-2,-10,14,0,5,101,5,-3.1,9,-0.6
CCOc1ccc(S(=O)(=O)N2CCCCC2)cc1NC(=O)C1CCC1,19,5,1,4,2,101,-10,-0.2,19,-0.4
Cc1ccc(-c2nn(C)c(=O)c3ccccc23)cc1CNC(=O)c1ccccc1,0,.,.,-3,.,91,.,.,-10,.
Cc1nn(CCC(=O)NNC(=S)Nc2cccc(Cl)c2)c(C)c1[N+](=O)[O-],-4,-2,17,-1,2,109,-6,-3.8,-3,-1.1
COc1cccc(N(CC(=O)NC2CCCCC2)C(=O)Cn2nnc(-c3ccc(C)o3)n2)c1,0,-5,3,3,1,97,-3,-0.5,14,0.8
COc1cc(SC)ccc1C(=O)Nc1ccc2c(c1)CCN2S(C)(=O)=O,.,-6,-7,0,-2,89,2,1.2,4,1.3
CC(C)CC(=O)C1=C(O)C(=O)N(Cc2ccccc2)C1c1ccccc1 (centres undefined),-1,7,10,0,-2,109,4,-1.7,4,-0.3
COc1cc(C2C3=C(CC(C)(C)CC3=O)OC(N)=C2[N+](=O)[O-])ccc1O (centres undefined),-2,10,7,0,-3,102,-7,-1.0,2,1.4
CCOC(=O)C1CCCN(C(=O)c2cc3ccccc3oc2=O)C1 (centres undefined),-1,-10,6,2,-5,103,-2,-1.2,-6,6.1
O=C(COC(=O)c1ccccc1Br)NCc1ccccc1,.,-1,6,-2,-1,100,2,-1.0,12,-0.4
C=CCn1c(COc2ccc(OC)cc2)nnc1SCn1nnc2ccccc2c1=O,-1,-7,11,1,-2,103,-4,-1.9,1,-1.0
O=C(Nc1ccc2nc(-c3cccnc3)[nH]c2c1)C1CCCCC1,.,-18,0,6,-1,106,-6,0.0,-2,-2.2
O=C(Nc1ccccc1)N1C(=O)C2(OCCO2)c2ccccc21,.,1,25,-1,1,92,2,-4.2,2,1.3
COc1ccc(CN=C2NC(=O)CC(C(=O)Nc3ccc(F)cc3)S2)cc1 (centres undefined),.,-10,7,2,-2,106,15,-1.3,4,1.3
CCOC(=O)c1cnn(-c2ccccc2)c1NC(=O)CN1CCOCC1,-1,1,-5,5,1,.,9,1.0,18,0.5
Cn1c(-c2ccc3c(c2)OCO3)cnc1NCc1ccccc1Cl,2,-3,24,-1,-6,94,-2,-5.1,0,1.2
Cc1cc(C)cc(CC2CC(=O)N(c3ccc([N+](=O)[O-])cc3)C2=O)c1 (centres undefined),0,-7,-4,-4,-2,105,1,0.7,-6,-0.2
COc1ccccc1CNC(=O)Cn1cccc1C(=O)c1ccccc1C,5,-4,0,2,0,.,6,0.1,5,0.2
Cc1ccc(-c2nc3[nH]c(=O)cc(NC(=O)C(C)C)n3n2)cc1,7,-1,18,6,1,102,0,-3.4,-8,1.3
CC(C)(C)NC(=O)COC(=O)CNC(=O)c1cc(Cl)cc([N+](=O)[O-])c1,6,8,-20,2,1,91,0,2.8,3,0.2
Cc1c(N=Cc2cc(Br)cc(Br)c2O)cccc1C(=O)O,-10,2,8,-7,1,101,1,-1.5,.,0.3
CC(=O)Nc1cccc(NS(=O)(=O)c2c(C)noc2C)c1,12,-1,12,-3,-1,99,0,-2.8,-7,0.0
COc1ccc(CN2CCNC(=O)C2CC(=O)NCc2csc(C)n2)c(F)c1 (centres undefined),1,4,21,-6,-7,98,-4,-4.2,0,3.5
C=CCC[C@H](Cc1ccc(F)cc1)C(=O)OC[C@H](Cc1c[nH]c2ccccc12)NC(=O)[C@H](CC=C)CC(=O)N[C@H](CO)Cc1ccccc1,-8,-7,-13,-6,-2,104,-4,2.3,0,-5.4
c1ccc(OCCSc2ncnc3nc[nH]c23)cc1,8,-3,16,-2,0,124,4,-3.5,3,-0.3
Cc1ccc(NC(=O)COc2cccc3ccc(C)nc23)c(Br)c1,1,3,15,1,-2,110,0,-2.8,21,1.4
O=C(CN1C(=O)CC(c2ccco2)Sc2ccccc21)Nc1ccccc1F (centres undefined),-2,-1,6,1,-11,96,2,-1.1,6,-0.7
CC(C)(C)OC(=O)C[C@@H]1C/C=C\C[C@H](CC(=O)N[C@H](CO)Cc2ccccc2)C(=O)N[C@H](C(C)(C)C)COC1=O,-3,-5,7,-4,-1,95,1,-1.5,0,-0.5

# Whole records from above. Values in the order: Wnt act	Cardiac RTF inh	OPRM1-OPRD1 inv	V-ATPase pHluor	Keap1 Nrf2 FP	Pemphigus Ab inh	RTF Ca sens act	OPRM1-OPRD1 ag	Arr AP2 block	C-LANA FP
# Listed for C=CCC[C@H](Cc1ccc(F)cc1)C(=O)OC[C@H](Cc1c[nH]c2ccccc12)NC(=O)[C@H](CC=C)CC(=O)N[C@H](CO)Cc1ccccc1 = -8	-7	-13	-6	-2	104	-4	2.3	0	-5.4
# Listed for Cc1ccc(NC(=O)COc2cccc3ccc(C)nc23)c(Br)c1 = 1	3	15	1	-2	110	0	-2.8	21	1.4

# The results go on:
SMILES,Wnt act,Cardiac RTF inh,OPRM1-OPRD1 inv,V-ATPase pHluor,Keap1 Nrf2 FP,Pemphigus Ab inh,RTF Ca sens act,OPRM1-OPRD1 ag,Arr AP2 block,C-LANA FP
COCCNC(=S)N(CCCN(C)C)Cc1cc2cc3c(cc2[nH]c1=O)OCCO3,1,1,8,-5,-1,116,3,-1.6,2,1.4
NC(=O)CSc1nnnn1-c1ccc(OC(F)(F)F)cc1,-4,-5,0,1,-2,91,-6,-0.1,0,0.8
COc1ccccc1NC(=O)c1oc2ccccc2c1NC(=O)C1CC1,-10,-7,-2,1,-4,.,0,0.3,-1,0.9
COc1ccc(CCOC(=O)c2ccc(NC(=O)CC#N)cc2)cc1,1,0,3,0,0,108,-2,-0.8,6,0.8
COC(=O)C1=C(N)OC2=C(C(=O)CCC2)C1c1ccccc1OC (centres undefined),-6,-5,8,0,2,118,-1,-1.4,2,0.0
COC(=O)Cc1c(OC)ccn(CCc2c[nH]c3ccccc23)c1=O,10,-9,1,2,-3,118,0,-0.1,-9,3.8
COc1ccc(N(C(=O)c2cnccn2)C(C(=O)NC2CCCCC2)c2ccc(Cl)cc2)cc1 (centres undefined),.,6,7,-1,-7,105,-3,-1.2,25,-0.7
Cc1cc(C)cc(NC(=S)N2CCC(NC(=O)c3ccco3)CC2)c1,-4,-14,0,3,-3,96,4,0.0,-1,-1.1
CC1=C(Nc2ccc(C(=O)O)cc2)C(=O)c2ccccc2C1=O,5,-5,-23,1,2,95,6,5.0,-4,1.1
COC(=O)[C@@H](CC(C)C)NS(=O)(=O)N(Cc1ccccc1)[C@@H](CC(C)C)C(=O)OC,-1,-10,-55,-2,2,103,3,9.4,-5,0.6
O=C(c1ccc(Cl)cc1)N1CCN(c2ccc(F)cc2)CC1,4,-4,9,0,-4,89,-5,-1.6,9,-1.3
CCOC(=O)c1ccccc1NC(=O)c1cn(CC)c2nc(C)ccc2c1=O,-3,-20,-9,2,-2,98,-1,1.8,7,-0.5
COc1cccc(C(=O)COc2ccccc2N2C(=O)C3C4C=CC(C4)C3C2=O)c1 (centres undefined),-1,1,5,-3,-2,99,5,-1.0,-6,1.2
Cc1noc(C)c1S(=O)(=O)NCC(=O)O,.,-3,17,7,-4,114,-2,-3.5,-7,-0.8
CNC(=O)c1c(NC(=O)CCS(=O)(=O)c2ccc(Cl)cc2)sc2c1CCN(C(=O)OC)C2,0,-15,6,-1,-2,103,1,-1.0,-9,0.6
CSC1=NCCN1C(=O)c1cccc(C(F)(F)F)c1,-1,-9,6,-4,-7,78,2,-1.1,-1,0.2
CCC(=O)c1ccc(OCC(=O)N(Cc2nnc(-c3ccccc3Cl)o2)C2CC2)cc1,-8,-7,20,-1,-1,102,4,-4.0,-3,-0.5
COc1ccc(CCN(C(=O)C(F)(F)F)C(C(=O)NC2CCCCC2)c2ccc(C)s2)cc1OC (centres undefined),-4,-14,-1,-2,1,99,1,0.1,4,0.7
Cc1sc2nc(CN3CCCC3)nc(N3CCC(C(N)=O)CC3)c2c1C,.,6,18,-3,-1,116,-5,-3.7,22,-2.8
Cc1ccccc1NCC(=O)N/N=C/c1ccc([N+](=O)[O-])cc1,.,5,-41,1,-9,114,6,8.1,-2,-2.0
